Screening data deposited in PubChem by National Center for Advancing Translational Sciences (NCATS).
IMPase Li inh: qHTS Assay for Identifying the Cell-Membrane Permeable IMPase Inhibitors: Potentiation with Lithium. CHO-M1 cells, IP1 TR-FRET (IP-One), carbachol + lithium. Potency, µM (series often up to 59.4 µM), for inactives: top-dose activity, negative = IMPase inhibition, usual class: inhibitors. actives 0.35% (n = 210,000). AID 1457, 2008;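 further: IP1 builds up when IMPase is blocked and the TR-FRET signal falls; potency means the concentration at half of the fitted maximal effect; plate controls were basal vehicle for no effect and high inhibitor control for full effect; nearly all actives have a fitted effect of over 50% in size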
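Lithium-sensitised IP1 accumulation assay; M1-expressing CHO cells treated 30 min at 37C with compound. Competitive antibody detection by time-resolved FRET followed a 10 min room-temperature lysis step.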
NPSR antagonist: qHTS Assay for Antagonists of the Neuropeptide S Receptor: cAMP Signal Transduction; Q6W5P4; CHO-NPSR cells, cAMP TR-FRET, antagonist mode; Potency, µM (highest dose often 38.3 µM), inactives show top-dose activity change, negative = inhibition, actives largely listed as inhibitors; actives 1% (n = 220,000); further: potency means the concentration at half of the fitted maximal effect; on the % scale 0 is the no-effect control and ±100 the full control effect; nearly all actives have a fitted effect of over 50% in size; many of its hits are not listed in these tables
Epigenetic derep: Quantitative High-Throughput Screen for Regulators of Epigenetic Control; actives 0.2% (n = 280,000); Potency, µM (highest dose often 53.9 µM), for the others: top-dose GFP activation, most hits filed as activators; murine LDR cells, GFP reporter derepression, 30 h; AID 1865, 2009; further: potency means the concentration at half of the fitted maximal effect; % of control where 0% means no effect; nearly all actives have a fitted effect of over 60% in size
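Murine LDR cells bearing a silenced CMV-driven GFP reporter were exposed to compound for 30 h at 37 C. After PBS washes, GFP-positive cells (20-120 um objects) counted by laser-scanning microplate cytometry.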
L3MBTL1 inh: qHTS Assay for the Inhibitors of L3MBTL1; Potency, µM (top dose mostly 57.1 µM), for inactives: at the highest dose activity, negative = inhibition, usual class: inhibitors; Lethal(3)malignant brain tumor-like protein 1 (Homo sapiens), Q9Y468; AlphaScreen L3MBTL1–H3K9me1 peptide binding; AID 485360, 2010; actives 0.66% (n = 230,000); further: potency means the concentration at half of the fitted maximal effect; on the % scale 0 is the no-effect control and ±100 the full control effect; nearly all actives have a fitted effect of over 60% in size
Target sequence (Q9Y468 whole entry, looked up): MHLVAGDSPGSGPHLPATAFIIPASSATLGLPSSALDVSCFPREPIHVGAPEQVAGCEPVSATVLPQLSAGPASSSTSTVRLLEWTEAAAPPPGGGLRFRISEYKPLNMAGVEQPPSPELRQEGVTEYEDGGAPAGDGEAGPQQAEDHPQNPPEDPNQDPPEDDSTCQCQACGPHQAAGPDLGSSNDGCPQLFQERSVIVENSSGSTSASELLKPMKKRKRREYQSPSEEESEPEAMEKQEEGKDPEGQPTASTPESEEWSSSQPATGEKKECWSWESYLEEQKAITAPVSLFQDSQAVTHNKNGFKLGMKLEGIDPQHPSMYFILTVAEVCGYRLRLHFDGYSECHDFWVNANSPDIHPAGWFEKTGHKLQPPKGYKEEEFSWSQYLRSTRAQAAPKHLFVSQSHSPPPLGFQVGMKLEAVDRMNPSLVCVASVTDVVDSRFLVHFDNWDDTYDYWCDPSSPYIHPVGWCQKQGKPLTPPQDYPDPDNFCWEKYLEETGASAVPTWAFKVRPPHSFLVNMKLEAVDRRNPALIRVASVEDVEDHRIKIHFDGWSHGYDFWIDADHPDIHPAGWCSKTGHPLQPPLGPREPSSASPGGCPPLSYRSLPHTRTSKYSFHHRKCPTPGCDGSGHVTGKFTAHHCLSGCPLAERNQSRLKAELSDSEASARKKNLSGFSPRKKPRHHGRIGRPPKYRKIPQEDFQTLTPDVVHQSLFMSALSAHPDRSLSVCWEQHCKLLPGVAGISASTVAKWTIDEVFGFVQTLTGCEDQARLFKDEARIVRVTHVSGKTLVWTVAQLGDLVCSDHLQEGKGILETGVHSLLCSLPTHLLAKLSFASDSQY
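L3MBTL1 (50 nM) pre-complexed 30 min with biotinylated H3(1-15)K9me1 peptide (75 nM), then compounds added for 30 min at room temperature; AlphaScreen streptavidin donor/nickel chelate acceptor beads (10 ug/mL final) read after 30 min dark incubation.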
HTT aggregate: qHTS Multiplex Assay to Identify Dual Action Probes in a Cell Model of Huntington: Aggregate Formation (GFP); AID 1688, 2009; Potency, µM (highest dose often 46.1 µM), inactives show top-dose activity change, negative = inhibition, hits mostly inhibitors; PC12 HttQ103-GFP aggregates, Acumen cytometry, 40 h; actives 1.1% (n = 220,000); further: potency means the concentration at half of the fitted maximal effect; on the % scale 0 is the no-effect control and ±100 the full control effect; nearly all actives have a fitted effect of over 60% in size
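PC12 cells with ecdysone-inducible HTT exon1 Q103-GFP, induced by 100 nM tebufenozide, given compounds in a concentration series. GFP aggregates (1–25 um, 6 SD above background) counted in lysates by laser-scanning cytometry, 488 nm excitation.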
Luc counter: Counterscreen for Luciferase (Kinase-Glo TM) Inhibition; Kinase-Glo luciferase, ATP luminescence, 8 min; actives 0.28% (n = 200,000); Luciferin 4-monooxygenase (Photuris pensylvanica), Q27757; Potency, µM (top dose mostly 38.3 µM), without a hit: at the top dose activity change, negative = inhibition, actives largely listed as inhibitors; AID 1379, 2008; further: potency means the concentration at half of the fitted maximal effect; on the % scale 0 is the no-effect control and ±100 the full control effect; nearly all actives have a fitted effect of over 60% in size
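Substrate mix (final 50 mM imidazole pH 7.2, 50 mM KCl, 7 mM MgCl2, 10 uM ATP, 0.01% Tween 20, 0.05% BSA) plus pin-tool compound, then Kinase-Glo detection mix; 8 min ambient, luminescence read.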
CBFb RUNX1 block: qHTS Assay for Compounds Blocking the Interaction Between CBF-beta and RUNX1 for the Treatment of Acute Myeloid Leukemia; Runt-related transcription factor 1 (Homo sapiens) + Core-binding factor subunit beta …; AlphaScreen CBFb-His/RUNX1-biotin binding, biochemical; Potency, µM (highest dose often 59.8 µM), without a hit: at the highest dose activity, negative = inhibition, actives largely listed as inhibitors; 230,000 tested, under 10 active; further: % of control where 0% means no effect
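CBF-beta (His) and RUNX1 (biotin), 30 nM each; 20 min preassociation; + compound, 15 min; + beads 50 ng each (Ni, streptavidin), 90 min; RT; AlphaScreen read.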
* hit, by the source's call; ? = inconclusive; . = no result given; & = joins results of further samples; [ ] = dose if it differs, or a comment. The call rests on the fitted dose curve; in most records, active means well fitted curve in the direction sought with a large enough effect; inconclusive means small, poorly fitted or top-dose-only effect, or another doubt; inactive means no such curve, though single readings can be large; an effect the other way counts as inactive or inconclusive. The list is partial, so the mix of outcomes need not match the whole.

SMILES | IMPase Li inh | NPSR antagonist | Epigenetic derep | L3MBTL1 inh | HTT aggregate | Luc counter | CBFb RUNX1 block
O=C(c1ccc(C#CC2(O)CCCCC2)cc1)N1CCN(Cc2ccccc2)CC1 | 8.5%[38.3 µM] | -18.2%[46.1 µM] | -0.9% | 3.5% | ? | -2.8% | 0.0%
Cc1cc(-c2nnc(CCC(=O)NC(C)c3cccc4ccccc34)o2)no1 (stereo unspecified) | 7.3% | -1.3% | -0.3% | 15.8% | 11.5%[9.22 µM] | 0.6% | 6.3%
Cc1cccnc1CN1CCN(C(=O)CCc2nnc(CCc3ccccc3)o2)CC1 | 2.4% | 9.9% | -2.3% | -3.4% | 24.3%[9.22 µM] | -0.4% | 4.3%
O=C(COC(=O)CCc1ccc(S(=O)(=O)N2CCOCC2)cc1)Nc1cccc(Cl)c1 | 20.0% | 15.0% | 24.3% | -2.1% | 28.6% | 2.1% | 2.4%
CC(=O)N(Cc1nc2sc(C)c(C)c2c(=O)[nH]1)C1CCCC1 | 6.2% | -1.0% | 4.2% | -5.7% | 1.7%[9.22 µM] | -2.2% | -4.6%
CCCNC(=O)c1cccc(Cn2cc(Br)c([N+](=O)[O-])n2)c1 | -0.7% | -4.8% | 12.1% | 0.7% | 22.0% | -4.1% | 1.4%
Cc1c(C(=O)O)sc2nc(SCC(=O)Nc3ccc(S(=O)(=O)NC(C)(C)C)cc3)[nH]c(=O)c12 | -1.3% | 28.1% | -1.8% | . | -11.0% | 2.1% | 6.6%
CCN1CCN(C2=CC3=CC(=C(C#N)C#N)CCC3CC2)CC1 (stereo unspecified) | 25.4% | -59.4% | 1.41µM* | . | 2.82µM* | 2.8% | -3.7%
O=C(CNC1CCCCC1)NCC1(c2ccccc2)CCCC1 | 6.4% | 5.8% | 1.1% | -1.3% | -27.1%[9.22 µM] | -2.7% | 6.6%
COc1ccccc1C(=O)N1CCN=C1SCc1cccnc1 | 18.7%[38.3 µM] | 0.9%[46.1 µM] | 0.0% | 8.8%[11.4 µM] | -7.5% | 0.0% | -2.8%
Cc1cc(C)nc(N2CCC(C(=O)NCc3cccc(C(F)(F)F)c3)CC2)n1 | 17.0%[38.3 µM] | 4.6%[46.1 µM] | 0.0% | . | -13.4% | 0.9% | 6.4%
Cc1c(Cl)cccc1NC(=S)N1CCCN(Cc2ccccc2F)C1 | -2.0% | -29.2% | 0.0% | 2.7% | -16.3% | 1.6% | -22.8%
O=C(Nc1ncc(Cc2ccccc2)s1)C1COc2ccccc2O1 (stereo unspecified) | -3.0%[38.3 µM] | -9.5%[46.1 µM] | 5.5% | -4.1% | -1.8% | -5.8% | -0.8%
Cc1ccc(S(=O)(=O)c2nc(-c3ccccc3)oc2NCc2cccnc2)cc1 | 5.3%[38.3 µM] | -17.8%[46.1 µM] | -0.2% | -2.1% | -13.6% | -2.1% | 7.1%
CNC(=O)CN(c1cc([N+](=O)[O-])ccc1OC)S(C)(=O)=O | -0.6% | 10.1% | -1.2% | 13.5% | 3.9% | -1.6% | 2.4%
CC1(C)CC(=O)c2cnc(NC(=O)c3ccco3)nc2C1 | 2.7%[38.3 µM] | -3.5%[46.1 µM] | -2.0% | -2.6% | -20.7% | -4.8% | 8.2%
Cc1nn(Cc2ccccc2)c2sc(C(=O)N3CCN(Cc4ccc5c(c4)OCO5)CC3)cc12 | 9.7%[38.3 µM] | ? | -0.7% | . | ? | -2.9% | -21.6%
O=C(Nc1cc(S(=O)(=O)N2CCCCC2)ccc1N1CCCCC1)c1ccncc1 | . | -23.6% | -2.8% | . | 8.1%[9.22 µM] | . | 5.9%
Cc1cc(C)c(NC(=O)CN2C(=O)NC3(CCCCC3)C2=O)c(Cl)c1 | -3.0%[38.3 µM] | 11.8%[46.1 µM] | 0.0% | 6.1% | 1.9% | 0.9% | 3.1%
CC(=O)c1ccc(-c2ccc(-c3cc(=O)oc4c(C(C)C)ccc(C)c34)cc2)cc1 | 14.2% | . | 0.9% | -3.5% | . | 3.0%[39.9 µM] | 16.8%
CC(C)(C)Cc1nnc(NS(=O)(=O)c2ccc(F)cc2)s1 | -0.2%[38.3 µM] | -17.5%[46.1 µM] | -8.9% | 0.0% | 0.6% | 12.7% | 10.0%
Nc1ccc(-c2ccc(C(=O)O)s2)cn1 | -28.1% | -10.3% | 1.1% | . | -3.7% | -14.4% | 9.3%
O=C(Nc1ccccc1C(F)(F)F)N1CCC(n2c(=O)[nH]c3ccccc32)CC1 | -1.2% | 12.5%[46.1 µM] | 0.0% | -0.2% | ? | -5.0% | 9.5%
CCCCNC(=O)Cn1c(=O)n(C)c2ccccc21 | 2.9% | 13.7% | 0.0% | 15.2% | 0.7% | 2.4% | -3.1%
COc1ccc(-n2c(SCc3ccccn3)nc3c(c2=O)SCC3)cc1OC | -4.4% | -1.3% | -2.6% | . | 5.2% | -0.4% | 3.6%

HTT aggregate: entries above that show a hit.
| SMILES | NPSR antagonist | Epigenetic derep | HTT aggregate | CBFb RUNX1 block |
| --- | --- | --- | --- | --- |
| CCN1CCN(C2=CC3=CC(=C(C#N)C#N)CCC3CC2)CC1 (stereo unspecified) | -59.4% | 1.41µM* | 2.82µM* | -3.7% |

Some of these compounds in order of the CBFb RUNX1 block value, highest first.
SMILES	CBFb RUNX1 block
CCCNC(=O)c1cccc(Cn2cc(Br)c([N+](=O)[O-])n2)c1	1.4%
O=C(Nc1ncc(Cc2ccccc2)s1)C1COc2ccccc2O1 (stereo unspecified)	-0.8%
Cc1nn(Cc2ccccc2)c2sc(C(=O)N3CCN(Cc4ccc5c(c4)OCO5)CC3)cc12	-21.6%

Additional compounds:
SMILES | IMPase Li inh | NPSR antagonist | Epigenetic derep | L3MBTL1 inh | HTT aggregate | Luc counter | CBFb RUNX1 block
CCCC/C=C/C(NC(=O)c1ccc(C(F)(F)F)cc1)c1ccccc1 (stereo unspecified) | 1.5% | . | -3.8% | . | . | -5.0% | 18.7%
COc1cc2c(cc1OC)C(c1cccs1)CC(=O)N2 (stereo unspecified) | 3.0%[38.3 µM] | -19.4%[46.1 µM] | -0.7% | . | 8.5% | 10.6% | 0.8%
C=CCN1CN(S(=O)(=O)c2cccs2)c2nc3ccccc3nc21 | 9.7%[38.3 µM] | -12.1%[46.1 µM] | -1.0% | . | -9.0% | 17.3% | -6.6%
COCCNC(=O)/C(C#N)=C/c1c(F)cccc1Cl | 4.0% | -12.3% | -1.3% | 4.6% | -5.3% | 2.6% | -8.1%
O=[N+]([O-])c1cc(S(=O)(=O)N2CCCC2)ccc1N/N=C/c1cccs1 | -1.9%[38.3 µM] | -3.4%[46.1 µM] | -2.5% | ? | -2.2% | -3.5% | 1.8%
Nc1nnc(SCC(=O)NCCOc2ccccc2)s1 | 16.1% | 8.1%[46.1 µM] | -2.0% | -20.1% | -1.0% | -2.5% | -13.4%
CCCCn1c(C)cc(C)c(S(=O)(=O)c2ccccc2C)c1=O | 22.4%[38.3 µM] | ? | 0.1% | . | 0.3% | -2.4% | 13.8%
Cc1ccc(N2C(=O)NC(NC(=O)c3ccc(Cl)cc3)(C(F)(F)F)C2=O)cc1 (stereo unspecified) | 5.6% | 10.0% | -1.9% | 8.2% | -2.3% | -2.1% | 2.7%
COc1ccc(C2=C(CN(C)C)C(c3ccccc3)c3ccccc3O2)cc1 (stereo unspecified) | 39.6%&17.4%[activator][38.3 µM] | ? | 1.3%&-2.3% | -15.7%&3.2% | ? | -2.9%&-0.1% | -19.6%&-2.4%
CCCS(=O)(=O)N1CCC(C(=O)NCc2ccccc2Cl)CC1 | -4.0% | 2.5%[46.1 µM] | -0.9% | -1.0% | 9.6% | 0.0% | 5.9%
C=CCn1cccc(C(=O)Nc2cc(OC)ccc2OC)c1=O | 0.2% | 1.4% | -0.5% | 3.5% | 7.1% | 0.4% | -0.7%
Cc1onc(-c2ccccc2)c1C(=O)c1c[nH]c(C(=O)NCc2ccccn2)c1 | 11.7% | -4.7% | 1.1% | 29.3% | ? | 9.1% | -12.2%
OC1CCN(c2c3c(nc4cc(-c5ccc(F)cc5)nn24)CCC3)CC1 | 4.0%[38.3 µM] | -20.8%[46.1 µM] | 0.3% | 0.7% | -12.3% | -0.5% | 2.4%
O=C1O/C(=C/c2ccccc2)c2ccccc21 | 13.0% | 29.7% | -1.5% | 42.9%[activator] | -9.3% | -6.1% | 16.1%
COc1ccc(C[C@H]2CN3C(=NC[C@H]3C)N2CCNC(=O)CCC2CCCCC2)cc1 | 21.3% | 13.3% | 0.4% | 10.7% | -5.3%[9.22 µM] | . | 7.5%
COc1ccc(C(=O)Cn2nnc(-c3ccc(N4CCOCC4)cc3)n2)cc1OC | 0.7%[38.3 µM] | -3.7%[46.1 µM] | -0.9% | -11.3% | 9.1% | -4.1% | -7.4%
O=C(NNC(=O)c1cccnc1)Nc1cccc(Cl)c1Cl | . | 15.3%[46.1 µM] | 0.1% | 6.8% | 2.5% | . | -2.1%
O=C(NCC1CCCO1)Nc1ccc(Cl)cc1 (stereo unspecified) | -9.7%[38.3 µM] | 3.3%[46.1 µM] | 3.3% | . | -19.2% | 0.3% | 1.6%
COc1cccc(NC2=C(C#N)C(=O)NC(c3cccc(OC)c3O)S2)c1 (stereo unspecified) | . | -1.5% | 0.0% | -4.9% | 11.7%[9.22 µM] | . | -1.8%
COc1ccc(Nc2ncc(C(=O)N3CCN(c4ccc(F)cc4)CC3)c3ccccc23)cc1 | 3.4%[38.3 µM] | ? | -1.8%&-2.3% | -6.9% | -4.3% | 2.4% | -7.4%
NNC(=O)CCc1nc2ccccc2[nH]1 | -0.1% | 12.0% | -0.8% | 1.4% | 17.3% | 2.7% | 7.1%
Cc1ccccc1OCc1nc2ccccc2c(=O)n1/N=C/c1cccc([N+](=O)[O-])c1 | 10.7% | -12.7% | 1.1% | 22.7% | ? | 2.4% | -4.4%
CCOc1ccc(Cn2c(SCCCCC#N)nc3c2c(=O)n(C)c(=O)n3C)cc1OCC | -3.2%[38.3 µM] | -17.9%[46.1 µM] | -0.9% | 0.0% | ? | -3.0% | 1.9%
COc1ccc2c(c1)OC/C(=C/c1cccs1)C2=O | . | -0.3%[46.1 µM] | -0.9% | 2.0% | -4.7% | . | 0.1%
CN1C(=O)/C(=C/c2cc(C(C)(C)C)c(O)c(C(C)(C)C)c2)NC1=S | 17.2% | -54.2% | 1.1% | . | 0.7% | 2.7% | -1.8%
